TRPML3 ag: human mucolipin-3 channel agonism. 0.29% of 220,000 active. activation, % at 3 µM. HEK293 TRPML3-YFP, Fluo-8 calcium fluorescence; 100% = the carbachol control signal. Q8TDD5;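 active = activation above its plate's cutoff, the mean activation of the plate's test wells plus 3 SD, cut at about 12% in these data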;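 note: 0% = DMSO only wells and 100% = carbachol wells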
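Test system: TRPML3-YFP stable HEK293 cells. Doses: single point at 3 µM. Incubation: dye loading 1 h 37 °C then 30 min ambient, 125 s read. Signal: Fluo-8 calcium dye fluorescence, ex 470-495, em 515-575 nm. Measure: percent activation from peak-to-basal fluorescence ratio, scaled between DMSO and carbachol.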
PPC-1+TRAIL kill: compounds killing PPC-1 cancer cells with TRAIL present (potentiator screen, no TRAIL-free arm); PPC-1 cells + TRAIL, ATPLite viability luminescence; AID 1443; cell killing (% activity), % at 4 µM; 0.41% of 220,000 active;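 active = cell killing above 50% in the first pass at 4 µM, then a duplicate retest at 5 µM averaging 50% or more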;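 note: plate controls were cells with TRAIL plus DMSO for no effect and medium-only wells lacking cells for full effect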
Cl transport mod: modulators of human KCC2 chloride dependent transport | 2.2% of 190,000 active | B-score of Tl+ flux slope (higher = more flux/activation; lower = inhibition) at 10 µM | KCC2 cells, thallium flux FluoZin-2 fluorescence;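 active = thallium flux slope and its plate-corrected score both differing from the plate sample mean at a set confidence after two filtering rounds, in either direction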;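 note: slope of fluorescence scaled to starting intensity during 10 to 20 s after thallium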
Calpain2 inh: calpain II (pig) inhibition | purified calpain II, fluorogenic peptide substrate, 30 min | inhibition, % at 16 µM | 0.37% of 220,000 active | AID 1236;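 active = inhibition above about 50%, limit read from the data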
Furin inhibitor: human furin inhibition. purified furin, fluorogenic substrate cleavage. inhibition, % at 30 µM. 0.061% of 220,000 active; in the data active = inhibition above about 25%; note: inactives centre near -15
Target sequence (P09958 108-714 limits assumed): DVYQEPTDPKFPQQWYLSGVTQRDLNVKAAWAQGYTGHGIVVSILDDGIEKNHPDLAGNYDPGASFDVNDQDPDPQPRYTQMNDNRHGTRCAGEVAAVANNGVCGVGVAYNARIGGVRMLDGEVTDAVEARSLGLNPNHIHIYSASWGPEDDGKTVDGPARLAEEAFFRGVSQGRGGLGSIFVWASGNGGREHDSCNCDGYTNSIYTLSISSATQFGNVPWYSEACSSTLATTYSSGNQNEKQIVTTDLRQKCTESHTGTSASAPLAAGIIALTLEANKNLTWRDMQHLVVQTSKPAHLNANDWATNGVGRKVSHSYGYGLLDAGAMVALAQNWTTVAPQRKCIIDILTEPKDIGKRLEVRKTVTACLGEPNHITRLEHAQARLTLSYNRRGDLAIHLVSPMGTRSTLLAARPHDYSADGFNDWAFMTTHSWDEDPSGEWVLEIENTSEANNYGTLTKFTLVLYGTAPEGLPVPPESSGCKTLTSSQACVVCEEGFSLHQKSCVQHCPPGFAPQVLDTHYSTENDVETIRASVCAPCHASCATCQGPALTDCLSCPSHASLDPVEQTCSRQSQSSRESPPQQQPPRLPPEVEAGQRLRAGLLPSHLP
thrombin 1536: inhibitors of human thrombin. P00734. alpha-thrombin, Boc-VPR-AMC fluorogenic substrate cleavage. inhibition, % at 5 µM. 0.26% of 220,000 active;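 active = inhibition at or above 40%; inactive = inhibition below 40%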;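 note: 0% = enzyme with no compound and 100% = wells without enzyme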
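Material: human alpha-thrombin protein; Also added: Boc-VPR-AMC substrate, 15 µM final; Timing: enzyme reaction carried out at room temperature; Signal: fluorescence, ex 355 nm, em 460 nm; Measure: % inhibition of thrombin; Controls: enzyme without compound as high, wells lacking enzyme as low.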
zfTRPN1 agonist: activates the zebrafish TRPN1 channel | HEK293 zebrafish TRPN1-YFP, Fluo-8 calcium fluorescence; 100% = response to 87 µM carbachol | activation, % at 3 µM | 0.18% of 220,000 active | AID 1424;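 active = activation above its plate's cutoff, the mean activation of test wells on that plate plus 3 SD, cut at about 19% in these data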;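 note: 0% = DMSO alone and 100% = 87 µM carbachol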
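Control set: carbachol 87 µM as high control, DMSO as low control; system: HEK293 stable line with zebrafish TRPN1-YFP; read-out: % activation versus carbachol response; detection: intracellular calcium fluorescence with Fluo-8; doses: single test compound dose, 3 µM nominal, 0.3% DMSO; schedule: dye 1 h 37 °C plus 30 min RT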
TbHK1 inh: blocks Trypanosoma brucei hexokinase 1 activity; 0.11% of 220,000 active; inhibition, % at 10 µM; recombinant TbHK1, G6PDH-coupled NADH A340;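 active = inhibition of 50% or more in the single-dose primary screen; inactive = inhibition below 50%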
EBV gp42 block: inhibitors of Epstein-Barr virus glycoprotein 42 | Q1HVG2 | Fluorescence polarization binding assay, mP read-out | inhibition, % (tested at 21.74 µM) | 0.42% of 220,000 active | AID 1085; in the data active = inhibition above about 50%
Target sequence (Q1HVG2 whole entry, looked up): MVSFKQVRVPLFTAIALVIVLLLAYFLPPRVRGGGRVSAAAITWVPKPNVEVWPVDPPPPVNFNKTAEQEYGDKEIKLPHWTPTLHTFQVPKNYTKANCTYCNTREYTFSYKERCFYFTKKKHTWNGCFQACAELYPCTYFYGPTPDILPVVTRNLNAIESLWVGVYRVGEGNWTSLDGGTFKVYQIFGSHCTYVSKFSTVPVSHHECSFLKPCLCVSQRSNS
An asterisk follows results filed as active; i = inactive; · = no result given; [ ] = another dose, or the depositor's remark.

Molecule | TRPML3 ag | PPC-1+TRAIL kill | Cl transport mod | Calpain2 inh | Furin inhibitor | thrombin 1536 | zfTRPN1 agonist | TbHK1 inh | EBV gp42 block
COc1ccc(NS(=O)(=O)c2ccc3nc(COc4cccc5ccccc45)[nH]c3c2)cc1 | 1.0 | 6 | 1.1 | -85 | -12 | -1 | 1.0 | 19 | -5
Cc1ccc(S(=O)(=O)c2c(N)n(C)c3nc4ccccc4nc23)cc1 | -0.4 | 13 | 0.085 | i | -82 | -2 | -0.9 | -14 | -6
O=C1c2ccccc2C(=O)N1CC(=O)N1c2ccccc2Sc2ccccc21 | -0.6 | -2 | -0.68 | 16 | -11[20 µM] | -5 | 0.3 | 6 | 17
CCOC(=O)c1c(C)n(C)c2ccc(OC)c(NS(=O)(=O)CC)c12 | 0.2 | 8 | -0.3 | 0 | -21 | -4 | 2.6 | -2 | -18
COc1cc(C=O)ccc1Oc1nc(Nc2ccc(F)cc2F)nc(N2CCOCC2)n1 | -0.6 | 2 | -1.6 | -39 | 1 | 10 | -0.9 | 3 | 10
COCCNC(=S)NNc1ccccc1[N+](=O)[O-] | 0.7 | 17 | -0.35 | -61 | -27 | 6 | 2.0 | 3 | -14
Cc1ccc(N2CCN(c3ccc(C)cc3)C2c2cccnc2)cc1 | 0.6 | 2 | 0.064 | -22 | -21[20 µM] | -2 | -0.4 | -6 | 8
O=C(Cc1ccc(Cl)cc1Cl)Nc1cccc(S(=O)(=O)Nc2ccccc2F)c1 | 0.6 | 6 | -0.03 | 9 | -16 | -5 | -0.6 | 30 | -11
CC[C@H](C)[C@H](NC(N)=O)C(=O)Nc1ccccc1F | -0.4 | 31 | 0.096 | -21 | -20 | -10 | -0.1 | -1 | -27
O=C(CCN1C(=O)/C(=C\c2cccs2)SC1=S)NC1=NCCS1 | 0.7 | 40 | -0.41 | 3 | -15 | -3 | 0.9 | 1 | -25
Cc1ccn(CCC(=O)O)n1 | 0.6 | -1 | · | -6 | -18 | 0 | -0.5 | -4 | -20
CC(C)CNC(=O)COc1ccc(Sc2ccc(OCC(=O)NCC(C)C)cc2)cc1 | 0.4 | 25 | 0.41 | 17 | -19 | -5 | 1.6 | -5 | -15

Three of the entries above in order of the EBV gp42 block value, low to high.
SMILES | EBV gp42 block
CC(C)CNC(=O)COc1ccc(Sc2ccc(OCC(=O)NCC(C)C)cc2)cc1 | -15
COCCNC(=S)NNc1ccccc1[N+](=O)[O-] | -14
COc1cc(C=O)ccc1Oc1nc(Nc2ccc(F)cc2F)nc(N2CCOCC2)n1 | 10

(further entries)
Molecule | TRPML3 ag | PPC-1+TRAIL kill | Cl transport mod | Calpain2 inh | Furin inhibitor | thrombin 1536 | zfTRPN1 agonist | TbHK1 inh | EBV gp42 block
Cc1ccccc1NC(=S)N(CCN(C)C)C(C)c1ccco1 (stereo not drawn) | 0.3 | 6 | 0.66 | -8 | -9 | 1 | 0.0 | 17 | -1
CCC(C)NC(=O)CN1C(=O)NC2NC(=O)NC21 (stereo not drawn) | 1.1 | 43 | · | 1 | -28 | 0 | 1.5 | -14 | -10
CN(C)/C=C/C(=O)c1ccc(Cl)c([N+](=O)[O-])c1 | 1.0 | 9 | 0.46 | 24 | -10 | 3 | 0.8 | -26 | -4
COC(=O)CC(=O)CSc1nc2c(cc1C#N)CCCCC2 | 0.6 | 22 | 1.2 | -259 | -21[20 µM] | -5 | 1.4 | -14 | -16
COc1ccccc1C(C)NCC(=O)Nc1ccccc1C(F)(F)F (stereo not drawn) | -0.2 | 33 | 1.2 | -5 | -7 | -10 | -0.6 | 16 | -1
O=C(COc1ccc(Br)cc1)N1CCc2ccccc2C1 | -0.5 | -7 | -1.8 | 10 | -19 | 1 | -2.5 | 1 | 8
COCCNC(=O)c1ccccc1NC(=O)Nc1ccccc1 | 0.5 | 10 | 0.01 | -8 | -20 | 3 | 0.2 | -2 | -10
CN(C)CCCNc1cc(C(C)(C)C)nc2c(-c3ccccc3)cnn12 | 1.7 | 24 | 1.1 | -10 | 17 | -1 | 4.3 | -21 | -8
COCc1cc(=O)n2[nH]c(-c3cccs3)cc2n1 | 0.7 | -17 | 0.04 | -74 | -8 | -12 | -1.1 | 2 | -9
Nc1nc(-c2ccc(Cl)cc2)nn1C(=O)c1cccs1 | 0.5 | 7 | 0.039 | -40 | -28 | 0 | 0.4 | -4 | -12
CN(C)c1ccnc2sc3c(=O)n(-c4ccc(Cl)cc4)cnc3c12 | -0.2 | · | -1.3 | · | -8[20 µM] | · | 2.0 | -6 | ·
O=C(Cc1ccccc1)NCCCc1ccccc1 | 0.8 | 2 | -0.72 | -15 | -11[20 µM] | 0 | 1.0 | -7 | -15
O=c1[nH][nH]c(-c2ccccc2)c1C=Nc1ccc(Cl)cc1 | 0.2 | 12 | -0.78 | 12 | -4 | -4 | 0.6 | -10 | -10
COc1ccc(NC(=O)COC(=O)c2c(-c3ccccc3)noc2C)cc1 | -0.5 | 20 | -1.5 | 13 | -2[20 µM] | 0 | -1.1 | 5 | -20
COC(=O)c1cc(NC(=O)c2cccc([N+](=O)[O-])c2C)ccc1Cl | 0.5 | 13 | -0.98 | -12 | -29 | 4 | 2.5 | 3 | -8
Cc1cccc(NC(=O)CSc2nc3nc(C)cc(C)c3c(=O)[nH]2)c1 | 0.9 | 5 | -1 | 27 | -30[20 µM] | 1 | 1.5 | 4 | -20
COc1ccc(Nc2ccc3nnc(-c4ccc(Br)cc4)n3n2)cc1 | 0.6 | 0 | -0.055 | -31 | -4[20 µM] | 0 | 0.8 | -2 | 4
COc1ccc(S(=O)(=O)NCC2CCCN(C(=O)c3cccnc3)C2)cc1 (stereo not drawn) | 0.7 | 16 | -0.33 | -25 | -28 | -5 | 1.3 | -1 | -3
C=C(C)c1ccc(C(C)(C)NC(=O)NCc2ccco2)cc1 | -1.4 | -1 | -0.21 | -10 | -3 | 0 | -2.6 | 10 | -27
Cc1ccccc1-n1c(SCC(=O)c2c(N)n(C)c(=O)n(C)c2=O)nnc1-c1cccnc1 | 1.1 | 23 | -0.043 | -1 | 8 | -1 | 0.4 | -2 | 2
Cc1ccc2c(c1)sc1ncc(NC(=O)c3ccc(F)cc3)c(=O)n12 | 1.2 | · | -0.07 | -41 | -23 | 1 | 1.4 | -22 | 4
Cc1cc(-c2onc(C)c2C(N)=O)no1 | 0.3 | 4 | -0.12 | 4 | -14 | 1 | 1.5 | -4 | -12
CCn1nc(C)c(/C=N/NC(=O)c2ccoc2C)c1C | -0.1 | 8 | -0.091 | 13 | -26[20 µM] | 4 | -0.4 | -5 | -12
Cc1ccc(S(=O)(=O)Nc2ccc(NC(=O)c3cccnc3)cc2)cc1 | 0.8 | 11 | -0.47 | -29 | -25 | 0 | -1.0 | -9 | -11
Cc1cccc(OCCCC(=O)Nc2ccc(N3CCCCC3)cc2)c1C | 1.3 | 6 | · | -26 | -20[20 µM] | -1 | -1.7 | 1 | -11
CCc1ccc2c(c1)cc(CN(C(=S)Nc1cccc(C)c1)C1CC1)c1nnnn12 | -0.7 | -1 | · | -28 | -26[20 µM] | -4 | -0.3 | 7 | -13
O=C(NCc1cccnc1)c1ccc(S(=O)(=O)N2CCCCC2)cc1 | 0.9 | 8 | · | 20 | -23[20 µM] | -11 | -0.2 | -3 | -5
O=C(/C=N/O)NCCN1CCCCC1 | 0.0 | 5 | · | 0 | -8 | 3 | -0.3 | 32 | -13
CCc1ccc(Nc2cnn(-c3nc4ccccc4s3)c(=O)c2Cl)cc1 | 0.4 | -6 | -0.88 | 1 | -13 | -14 | 2.4 | 31 | -14
CCc1cc2c(=O)c(-c3nc4ccccc4n3C)c(C)oc2c(CN2CCOCC2)c1O | 0.0 | 11 | -0.026 | -233 | -21 | 1 | -0.1 | -29 | -14
CCOC(=O)c1cnc(SCC(=O)c2ccc(Cl)cc2)nc1N | 0.6 | 2 | 0.058 | 18 | -3[20 µM] | 4 | -1.1 | -6 | -22
Cc1ccc(CN2CCN(CC(=O)O)C2=O)cc1 | 1.0 | 6 | -0.28 | 3 | -17 | -14 | 0.7 | 1 | 6
CN(C(=O)COc1cccc(Br)c1)C1CCS(=O)(=O)C1 (stereo not drawn) | 0.6 | 0 | 0.031 | 11 | -1 | 4 | 0.7 | 25 | -30
COc1ccc(Cl)cc1CSc1ncn[nH]1 | -0.4 | -8 | -1 | 6 | -10 | -8 | -1.6 | 9 | 3
COc1ccc(N(CC(=O)Nc2ccc3c(c2)OCO3)S(=O)(=O)c2ccc(C)cc2)cc1OC | -0.4 | -14 | -0.32 | -7 | -19 | -11 | -1.4 | -6 | 2
Cc1[nH]c2ccccc2c1CN1CCC(CO)(Cc2ccccc2)CC1 | 0.8 | -4 | 0.77 | -39 | -18 | -10 | 2.0 | 8 | -6
FC(F)(F)c1cccc(NC(=S)N(CCCN2CCCC2)Cc2cccn2Cc2ccc(Cl)cc2)c1 | 1.3 | 6 | 0.57 | 4 | -10 | -3 | 1.8 | 49 | 4
O=C(Nc1ccc(Cl)cc1)Nc1ccc(N2CCC(C(F)(F)F)CC2)nc1 | 0.8 | -9 | -2 | -3 | -18 | 0 | 0.9 | -11 | 36
Cc1c(NC(=O)c2ccc(N(C)S(=O)(=O)c3ccccc3)cc2)c(=O)n(-c2ccccc2)n1C | 1.1 | 1 | 2.4 | -7 | -19 | 6 | 1.7 | -3 | 2
Cc1sc(NC(=O)Cn2[nH]c(=O)c3ccccc3c2=O)nc1-c1ccccc1 | -0.1 | 3 | 0.19 | -15 | -6 | -6 | 0.3 | -5 | -9
O=C(Nc1ncccn1)C1CCCN1S(=O)(=O)c1ccc(Cl)c(Cl)c1 (stereo not drawn) | 0.7 | 8 | -1.2 | 31 | -10[20 µM] | -1 | 0.2 | 0 | 7
O=S(=O)(NCc1ccco1)c1ccccc1Br | · | -3 | 0.59 | -4 | -24 | -2 | · | 4 | -9
Cc1cc(C)c(C)c(S(=O)(=O)ON2C(=O)c3ccccc3C2=O)c1C | 1.2 | 15 | · | -14 | -27[20 µM] | 18 | 0.2 | -1 | -15
CC(C)Oc1ccc(Cc2cnc(=S)[nH]c2N)cc1 | -1.3 | 2 | 0.46 | 11 | -20 | -5 | -0.7 | -2 | -4
Cn1c(N2CCOCC2)cc(=O)n(C)c1=O | 0.8 | 14 | -0.087 | 3 | -23 | 1 | 0.5 | 7 | -4
C/C(CC(=O)Nc1ccccc1F)=N\NC(=O)Cc1ccc(Cl)cc1 | 0.3 | -6 | -0.025 | -10 | -28 | -6 | -2.9 | -4 | -3
Cc1cc(C)n(-c2ccc(C(=O)OCC(=O)NCc3ccco3)cc2)n1 | 0.7 | 11 | -0.63 | 19 | -32 | -1 | 1.2 | 2 | -12
CCOc1ccccc1CNC(=O)C1CCN(c2nc3ccccc3o2)CC1 | 0.0 | 2 | · | -2 | -2 | 3 | 1.1 | -2 | 2
